GSK3B inh: human GSK3beta kinase inhibitors, primary screen, biochemical, cell-free homogeneous, HTS. Glycogen synthase kinase-3 beta (Homo sapiens), P49841. GST-GSK3beta kinase, ADP-Glo luminescence, 60 min; stronger effect = lower value. activity score (negative = inhibition), % at 10 µM. actives 0.038% (n = 300,000). AID 2097, 2009;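 active = more than half of replicate wells score below -50%, meaning over 50% inhibition versus plate controls; inconclusive = some replicates but at most half score below -50%; inactive = no replicate scores below -50%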;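 also: 0% = median DMSO wells and -100% = median GW8510 positive control wells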
Target sequence (P49841 whole entry, looked up): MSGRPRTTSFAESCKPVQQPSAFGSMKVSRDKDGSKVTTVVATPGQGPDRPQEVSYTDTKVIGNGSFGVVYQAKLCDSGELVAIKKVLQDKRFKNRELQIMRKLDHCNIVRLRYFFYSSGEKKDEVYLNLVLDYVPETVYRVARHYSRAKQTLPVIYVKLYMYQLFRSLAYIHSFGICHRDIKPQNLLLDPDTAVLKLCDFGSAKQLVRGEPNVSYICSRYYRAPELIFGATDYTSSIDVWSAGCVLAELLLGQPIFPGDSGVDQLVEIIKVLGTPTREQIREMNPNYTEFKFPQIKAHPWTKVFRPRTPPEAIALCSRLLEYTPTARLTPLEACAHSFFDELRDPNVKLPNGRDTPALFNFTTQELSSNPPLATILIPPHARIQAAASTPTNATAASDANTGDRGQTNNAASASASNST
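Assay system: GST-tagged human GSK3beta kinase, cell-free; Input: 1.6 ng GSK3beta; Medium: Tris/MgCl2 kinase buffer; Timing: 60 min enzyme reaction, room temperature; Signal: ADP-Glo luminescence quantifying ADP generated by kinase; Evaluation: score relative to plate controls; Benchmarks: DMSO neutral wells and GW8510 at 20 µM as positive.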
HSF1 activator: HSF-1 activators, primary screen, NIH3T3-HGL cells, MG132 stress, luminescence, single point. AID 504408, 2011. actives 1.7% (n = 300,000). NIH3T3-HGL HSF-1 luciferase reporter, 8 h; 100% = twice DMSO control signal. activation, % at 9 µM;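 active = mean replicate activation of at least 50% with a set share of replicates each reaching 50%; inconclusive = only one of those two conditions met; inactive = mean below 50% and too few replicates reaching it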;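 also: 0% = median of the neutral control wells and 100% = twice that signal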
KLF5 inh: KLF5 expression inhibitors, primary screen, DLD-1 cells, luminescence | DLD-1 KLF5 promoter-luciferase reporter | inhibition, % at 5 µM | actives 0.23% (n = 290,000);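 active = inhibition above a per-plate limit of that plate's mean compound inhibition plus 3 SD, cut at about 60% in these data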;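 also: 0% = DMSO wells and 100% = LY294002 at 200 µM; higher means less KLF5 promoter-driven luciferase light; inactives centre near -14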
HSF1 inhib: HSF1 inhibitors in luciferase reporter cells, primary screen, cell-based, NIH3T3, luminescence; NIH3T3-HGL HSE-luciferase, MG132-induced, luminescence 8 h; stronger effect = lower value; AID 2098, 2009; activity change, negative = inhibition, % at 7.5 µM (by protocol); actives 0.77% (n = 300,000);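 active = more than half of replicate wells show activity change below -50%, luminescence cut by over half; inconclusive = some wells, but at most half, below -50%; inactive = no replicate well below -50%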;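 also: luciferase reports HSF-1 transcriptional activity via heat shock element; 0% = median of DMSO wells and -100% = zero luminescence signal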
IEC-6 tox: cytotoxicity in IEC-6 intestinal epithelial cells, primary screen, cytotoxicity control for KLF5 inhibitor project, cell-based, luminescence | IEC-6 cytotoxicity, luminescence viability | inhibition, % at 5 µM | actives 0.78% (n = 290,000) | AID 1825, 2009; in the data active = inhibition above about 22%;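 also: 0% = plate median of test compound wells and 100% = cytotoxic reference compound wells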
GSK3 alpha inh: blockers of GSK3A enzyme activity – biochemical, luminescence, cell-free homogeneous, HTS, primary screen; GSK-3 alpha kinase, ADP-Glo luminescence, 60 min; inhibition, % at 10 µM; actives 0.1% (n = 320,000);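 in the data active = inhibition above about 50%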;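 also: GST-tagged GSK-3 alpha with peptide substrate and 25 µM ATP; 0% = DMSO neutral wells and 100% = GW8510 positive control wells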
Target sequence (P49840 whole entry, looked up): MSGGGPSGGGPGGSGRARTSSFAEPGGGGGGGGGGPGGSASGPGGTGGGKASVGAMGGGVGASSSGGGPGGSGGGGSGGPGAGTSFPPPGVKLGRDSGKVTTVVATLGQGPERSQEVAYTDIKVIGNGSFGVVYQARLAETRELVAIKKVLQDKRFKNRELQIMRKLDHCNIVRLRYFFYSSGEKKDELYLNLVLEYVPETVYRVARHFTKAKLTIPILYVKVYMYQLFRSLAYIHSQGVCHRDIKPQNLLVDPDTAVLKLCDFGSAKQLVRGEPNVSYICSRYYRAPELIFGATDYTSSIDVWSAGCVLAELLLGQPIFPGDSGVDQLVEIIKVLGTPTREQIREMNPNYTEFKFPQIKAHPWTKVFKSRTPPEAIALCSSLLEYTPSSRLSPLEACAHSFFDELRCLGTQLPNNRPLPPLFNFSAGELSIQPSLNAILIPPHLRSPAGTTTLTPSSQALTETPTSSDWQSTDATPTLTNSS
Platelet DG rel: inhibitors of platelet dense granule secretion, primary screen, cell-based, MLPCN, human platelets; AID 1663, 2009; actives 0.22% (n = 300,000); inhibition, %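 (compounds screened at 7.5 µM in platelet-rich plasma)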; human platelet-rich plasma, SFLLRN dense granule ATP release, luminescence;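 active = mean replicate score, as percent of positive control, at or above 50; inconclusive = mean below 50 but at least one replicate at or above 50; inactive = mean and every replicate below 50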
HSP90 inh: HSP90 inhibitors, primary screen, cell lysate, luminescence; AID 1789, 2009; actives 0.91% (n = 290,000); Rabbit reticulocyte lysate, luciferase refolding luminescence, 3 h; inhibition, % at 5.6 µM;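 active = inhibition above the screen-wide mean plus 3 SD, computed separately per campaign, cut at about 16% in these data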;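 also: 0% = DMSO wells and 100% = 60 µM geldanamycin wells; inhibitors lower the luminescence because luciferase stays unfolded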
DYRK1A inh: rat Dyrk1A kinase inhibitors, primary screen, biochemical, single point, plate reader | Dual specificity tyrosine-phosphorylation-regulated kinase 1A (Rattus norvegicus), Q63470 | ADP-Glo luminescence, NFATc1 peptide | inhibition, % at 12.5 µM | actives 0.43% (n = 310,000); in the data active = inhibition above about 50%;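 also: plate controls were vehicle with enzyme for no effect and no enzyme for full effect; many of its hits are not listed in these tables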
aSyn UTR inh: MLPCN primary screen, SNCA 5' untranslated region; actives 0.82% (n = 300,000); alpha-synuclein 5'UTR reporter, inhibitor activity; inhibition, % (tested at 7.5 µM); in the data active = inhibition above about 60%; inconclusive = no clear call, values can overlap the other calls;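 also: H4 neuroglioblastoma cells stably carrying SNCA 5'UTR luciferase fusion; 0% = DMSO wells and 100% = positive control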
* hit, by the source's call; ? = inconclusive; . = not tested or not shown. These rows are one share of the data, so the mix of outcomes need not match the whole.

SMILES	GSK3B inh	HSF1 activator	KLF5 inh	HSF1 inhib	IEC-6 tox	GSK3 alpha inh	Platelet DG rel	HSP90 inh	DYRK1A inh	aSyn UTR inh
Cc1ccc(NC(=O)COS(=O)c2ccc(C)cc2)cc1 (stereo not drawn)	-21	-1	-23	0	-2	0	13	1	1	0
Cc1ccc(C)c(N2CCN(C(=O)C3CCN(S(=O)(=O)c4cccc5nsnc45)CC3)CC2)c1	1	-1	-10	-2	1	-1	-4	3	-1	19
COc1ccc(/C=C/C(=O)NCC(=O)N/N=C/c2cc(Br)ccc2OC)cc1	1	-4	-7	1	4	-2	-9	2	-7	-20
Cc1ccc(-c2nc(CS(=O)(=O)CC(=O)NC3CC3)c(C)o2)cc1	1	-9	1	-5	0	1	0	-2	-6	-5
CC1CN(C(=O)CSc2cn(CC(=O)N3CCOCC3)c3ccccc23)CC(C)O1 (stereo not drawn)	1	1	-15	-1	-5	0	-57	-6	6	6
CS(=O)(=O)N1CCN(c2ccc([N+](=O)[O-])c(NCc3ccc(Cl)cc3)c2)CC1	1	36	8	17	8	-3	16	-4	-1	20
CNS(=O)(=O)c1cccc(C(=O)OCC(=O)Nc2ccccc2F)c1	-2	-8	-20	-4	3	1	-2	2	-1	-20
CCOC(=O)C1(CCc2ccccc2)CCN(Cc2ccn[nH]2)CC1	2	.	-10	.	-4	-2	4	-3	-3	11
Cc1ccc2nc(-c3cccnc3)cc(C(=O)Nc3ccc(F)cc3C)c2c1	1	18	-27	4	-4	-1	14	-1	.	11
O=C(COC(=O)CCNS(=O)(=O)c1ccc(Cl)cc1)NCc1ccco1	-2	-4	-2	-2	-3	0	-1	-2	7	-3
C/C(C/C(C)=C1/SC(=S)NC1=O)=C1\SC(=S)NC1=O	.	.	-15	.	-5	.	.	-2	-1	.
COc1ccc(C2NC(=O)NC(C)=C2C(=O)OCc2ccccc2)cc1 (stereo not drawn)	2	-4	-21	3	-7	-4	-3	0	1	16
CCCCCc1ccc(-c2ccc(=O)[nH]n2)cc1	-2	3	-18	10	2	-2	7	0	-4	-1
COCCCNc1nc2c([nH]1)c(=O)[nH]c(=O)n2C	1	4	-19	-3	6	2	-6	3	-6	3
CCOC(=O)Cc1csc(NC(=O)Nc2ccc(F)cc2)n1	3	41	-24	22	0	1	6	-3	-7	-21
Cc1ccc(NC(=O)COC(=O)[C@@H]2CCCN2C(=O)c2cccs2)cc1S(=O)(=O)N(C)C	4	-12	-7	-6	-3	1	2	1	1	-9
Cc1cccc(-c2noc(CCC(=O)NCc3ccccc3)n2)c1	-3	7	-31	-3	1	6	0	1	2	13
O=C(N/N=C/C=C/c1ccco1)c1cccs1	0	42	-29	32	2	-2	0	-1	1	-86
Cc1cc2c(C)ccc(C)c2nc1SCC(=O)c1cccs1	-1	6	8	1	-5	-2	-3	0	2	-4
COc1ccc(Nc2ccc(Nc3ccc(OC)cc3)nn2)cc1	1	0	-8	0	7	-1	1	3	7	-8
Cc1ccc(CNC2CCCCC2)s1	1	-2	-11	-5	5	0	-1	-1	-4	-1
CC(C)N(C(=O)CSc1nnc(-c2ccc3c(c2)OCO3)n1C)C(C)C	2	-2	-8	-2	6	-3	-3	3	-1	8
O=C(O)c1ccc(COc2ccccc2/C=C2\NC(=O)N(Cc3ccccc3F)C2=O)cc1	0	-2	-19	-7	5	0	-1	1	-2	26
CCC(=O)Nc1ccccc1Sc1ncnc2scc(-c3ccccc3)c12	2	-1	-21	2	6	-2	6	-4	-2	22
CCOC(=O)C1=NOC2COC3(CCN(c4ncccn4)CC3)OCC12 (stereo not drawn)	1	-2	-16	-1	6	-1	-2	2	-2	21
Cc1ccc(S(=O)(=O)N(C)Cc2ccc(C(=O)NN=C3C4CC5CC(C4)CC3C5)cc2)cc1	0	15	3	3	-1	0	-10	1	-4	-16
CC(=C1C2C=CC1C1C(=O)NC(=O)C21)c1ccccc1 (stereo not drawn)	3	3	-23	-2	-5	1	1	0	3	16
Cn1ccc(C(=O)N/N=C/c2ccccc2[N+](=O)[O-])n1	-3	6	-27	1	0	-1	0	6	4	-52
Nc1ccc(C23CC4CC(CC(O)(C4)C2)C3)cc1	-2	-80	-23	-78*	-3	0	-11	5	2	21
Cc1c(C(=O)NC(C)CN2CCCCC2)oc2ccccc12 (stereo not drawn)	5	-3	-11	1	-2	2	-3	1	6	-24
CCn1cc(C(=O)N[C@@H](CCSC)C(=O)NCCN2CCOCC2)c(=O)c2cc3c(cc21)OCO3	3	-2	-10	-6	-2	0	3	-3	-3	1
Cc1ccc(CCC(=O)Nc2ccc(C#N)cc2)o1	6	-4	-46	-2	-4	-2	8	2	3	8
CC(NC(=O)c1ccco1)C(=O)OC(C)C(=O)NCc1ccccc1 (stereo not drawn)	3	4	1	-1	6	.	1	0	.	16
O=C1CCCc2oc3ccc(NS(=O)(=O)c4cccc5cccnc45)cc3c21	4	-4	-6	2	-6	-2	1	-2	3	-10
Cc1cccc(CN2CCN(Cc3ccco3)CC2)c1	0	-10	2	-12	0	-2	-1	4	.	-5
O=C(NC1CCCCC1)C(c1ccc(Cl)cc1)N(C(=O)c1ccccn1)c1cccnc1 (stereo not drawn)	0	12	-11	-1	-6	1	7	1	.	1

Taken from above:
In IEC-6 tox, `CC(NC(=O)c1ccco1)C(=O)OC(C)C(=O)NCc1ccccc1` (stereo not drawn) has the entry 6
In GSK3 alpha inh, `Cn1ccc(C(=O)N/N=C/c2ccccc2[N+](=O)[O-])n1` has the entry -1

(list continues)
SMILES	GSK3B inh	HSF1 activator	KLF5 inh	HSF1 inhib	IEC-6 tox	GSK3 alpha inh	Platelet DG rel	HSP90 inh	DYRK1A inh	aSyn UTR inh
CCCS(=O)(=O)NCc1cn2c(C)csc2n1	-3	-10	-71	1	1	-1	16	1	-1	-112
Cc1cnc(C(=O)OCC(=O)NC(C)CCc2ccccc2)cn1 (stereo not drawn)	5	13	-31	7	-2	-1	12	0	-7	-16
O=C(CN1CCN(c2cccc(Cl)c2)CC1)Nc1nccs1	-1	10	-6	-2	5	2	2	-1	.	-1
CN(c1ccccc1)S(=O)(=O)c1ccc(C(=O)Nc2nnc(-c3ccc(F)cc3)o2)cc1	1	-7	-10	-7	-7	1	-1	5	.	22
COC(=O)c1ccc(NC(=O)c2ccc3c(c2)C(=O)N(C)C3=O)cc1	1	14	-34	-6	-1	-1	2	-6	-6	3
CCn1c(SCC(=O)NCc2cccs2)nnc1-c1ccncc1	1	1	-25	-2	-2	-6	7	3	.	2
Cc1nc2sccn2c(=O)c1S(=O)(=O)Nc1ccc(N2CCOCC2)c(Cl)c1	4	-59	-16	?	0	-1	-6	-2	-4	12
Cc1cccc(S(=O)(=O)C(C#N)c2nc3ccccc3nc2N2CCOCC2)c1 (stereo not drawn)	2	-9	-4	5	0	-3	0	0	-6	0
CCCS(=O)(=O)N1CCCC(C(=O)NCCCN(Cc2ccccc2)C(C)C)C1 (stereo not drawn)	1	.	-11	.	-2	1	-1	-1	-18	12
O=C(NC(=S)Nc1ccc2c(c1)OCCO2)c1ccco1	-2	33	-126	17	3	-1	-6	24*	13	-114
CCOc1ccc(NC(=O)C(C)N2C(=O)c3ccccc3S2(=O)=O)cc1 (stereo not drawn)	0	5	.	2	.	-3	0	.	-1	6
OCCOc1cccc(CN2CCC(CO)(CCOc3ccccc3)CC2)c1	1	10	-13	-5	-5	-2	-5	-2	-1	-17
COc1ccc(S(=O)(=O)N2CCC(Cc3ccccc3)CC2)cc1NC(C)=O	2	19	-9	11	2	2	-2	-1	0	-5
Cc1cccc(CN2CCN(C3CCCC3)C(CCO)C2)n1 (stereo not drawn)	8	0	-16	-3	1	7	4	3	3	-12
O=C(NCCc1ccc(C(F)(F)F)cc1)C1CCC(=O)N(CCCN2CCCC2=O)C1 (stereo not drawn)	3	5	-33	4	-6	-1	-2	-2	-6	-8
CC(C)n1cc(/C(N)=N/O)c(=O)n(Cc2ccccc2)c1=O	1	-2	-11	-4	-1	-1	0	4	.	9
O=C(N/C(=C\c1cccc([N+](=O)[O-])c1)C(=O)N1CCOCC1)c1ccc([N+](=O)[O-])cc1	0	4	-17	-5	0	-2	-4	-1	1	7
COC(=O)Nc1nn(-c2ccc(C)cc2)c(=O)c(C#N)c1C	2	16	-37	-18	15	-1	16	0	.	4
COc1ccc(NC(=O)C2C3C=CC4(O3)C2C(=O)N(CCN2CCCCC2C)C4C(=O)NC2CCCC(C)C2C)cc1 (stereo not drawn)	-1	-6	-22	-6	-1	0	1	-1	2	6
O=C(Cn1cnc2c(nnn2-c2cccc(Cl)c2)c1=O)N1CCCC1	0	3	7	0	1	-2	2	-1	-12	2
Cc1cc(C)c(OCCOCCN2CCN(C)CC2)c(Cl)c1	.	-49	-21	-34	-2	-6	3	2	1	0
c1coc(-c2nnc(-c3ccco3)nn2)c1	1	3	-22	-8	-39	2	1	-1	4	-33
COc1ccc(N(CC(=O)NCc2ccc(C)cc2)S(=O)(=O)c2c(C)[nH]c(=O)[nH]c2=O)cc1	4	1	-18	-2	-2	.	-1	6	-4	-8
CC(NC(=O)c1ccccc1)C(=O)N/N=C/c1ccc(O)cc1 (stereo not drawn)	1	0	-5	2	-2	-2	4	5	-5	10
COc1nccnc1NS(=O)(=O)c1ccc(N)cc1	-1	3	-13	-13	-8	.	-2	-5	-5	4
Cc1cccc(C(=O)N/N=C2/SCC(=O)N2Cc2ccccc2)c1	2	14	-35	9	-4	-1	-7	-4	-5	25
O=C(NCC(c1ccco1)N1CCc2ccccc2C1)c1ccc(Cl)c([N+](=O)[O-])c1 (stereo not drawn)	0	4	.	4	.	-1	1	.	6	-3
COc1cccc(N2C(=O)CC(N3CCc4ccccc4C3)C2=O)c1 (stereo not drawn)	2	-4	0	-3	-9	0	-12	5	-14	3
CCCSc1nnc(Cc2cc(=O)[nH]c(=O)[nH]2)n1-c1cc(C)ccc1C	0	-5	14	0	-2	0	-5	-1	3	-14
COc1cc(/C=N/N2CCOCC2)ccc1OCc1ccccc1	-5	17	-55	26	-6	-3	7	-9	1	-107
CC(=O)Nc1ccc(NC(=O)c2cc(C)nn2-c2ccccc2)cc1	0	-9	-23	-1	-2	-1	9	3	5	-8
O=C1CN(CC(=O)Nc2ccc(SC(F)F)cc2)CCN1	2	12	8	-2	0	-2	-2	4	1	-3

Source: PubChem BioAssay
